Epigenetic mod – derepresses silenced GFP locus in mouse C127i cells | mouse C127i GFP locus derepression, cytometry, 30 h | AID 597 | 0.09% of 68,000 active | Potency, µM (series often up to 46.1 µM), inactives show at the top dose GFP derepression (activation); note: % of control where 0% means no effect
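Murine C127i mammary cells carrying a silenced, stably integrated CMV-driven GFP reporter were treated with compound for 30 hours at 37 C. After PBS washes, GFP-positive cells were counted by laser-scanning microplate cytometry.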
Fluorescein autfl – fluorescein region autofluorescence; Compound autofluorescence, 480/540 nm, fluorescein-equivalent; hits give high values; 0.91% of 59,000 active; max fluorescein-equivalent concentration, M; AID 593; in the data active = max fluorescein-equivalent concentration above about 10 nM; inconclusive = between about 1.1 nM and that limit
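Tris 100 mM pH 8.0; 15 min RT; CCD read, ex 480/em 540 nm. Output: fluorescein-equivalent concentration per compound concentration, from six-point dye series on each plate.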
4-MU autofl – compounds fluorescent in 4-MU spectral region; 11% of 59,000 active; compound autofluorescence, 340/450 nm, 4-MU equivalents; hits give high values; AID 589; max dye-equivalent concentration, M; in the data active = max dye-equivalent concentration above about 10 nM; inconclusive = mostly about 1.1 nM to 9.6 nM
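Compounds in 100 mM Tris, pH 8.0, incubated 15 min at room temperature, then fluorescence read at 340 nm excitation/450 nm emission. Signal converted to 4-MU dye-equivalent concentration using an on-plate six-point 4-MU standard curve.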
BRCT inh green – BRCA1 BRCT-phosphoprotein interaction inhibition. BRCA1 BRCT-phosphopeptide binding, green fluorescence polarization. Potency, µM (series often up to 76.9 µM), for the others: top-dose activity change, negative = inhibition, hits mostly inhibitors. AID 875. 0.05% of 75,000 active;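 note: potency is the fitted concentration of half-maximal effect; plate controls were peptide without protein for full effect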
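Fluorescence polarization: His-tagged BRCT (~35 kDa BRCA1 C-terminus, 250 nM) bound to 100 nM fluorescein-labeled phosphorylated 10-aa BACH1 peptide, pH 7.3 phosphate buffer with DTT and Tween 20. Compounds incubated 12 min at room temperature; inhibition read as lowered polarization.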
Ub-GFP proteasome – inhibits proteasome, raising ubiquitin-GFP reporter fluorescence; Ubiquitin-GFP reporter cells, proteasome inhibition, GFP fluorescence; response scale: untreated = 0%, 10 µM MG-132 = 100%; Potency, µM (top dose mostly 45.9 µM), inactives show at the highest dose activation (GFP accumulation), usual class: activators; 67,000 tested, under 10 active; active = well fitted activation curve with a large enough effect, not every such curve was filed as active; inconclusive = small, poorly fitted or top-dose-only effect, or another doubt; inactive = no such curve, though single readings can be large or run the other way; note: potency is the fitted concentration of half-maximal effect
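U2OS cells stably expressing ubiquitin(G76V)-GFP, seeded overnight in 0.5% FBS medium, were exposed to compounds (qHTS, 46 uM to 2.9 nM) for 4 hr at 37 °C. GFP-positive cells were counted by laser cytometry (488 ex/515 em), normalized between basal and 10 uM MG-132.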
BRCT PPI red – BRCT-phosphoprotein interaction inhibition (red fluorophore); BRCT-phosphopeptide binding, red fluorescence polarization; Potency, µM (doses to about 76.9 µM), for inactives: top-dose activity change, negative = inhibition, most hits filed as inhibitors; 0.03% of 75,000 active; AID 892; note: % is set by controls: 0 for no effect and ±100 for the full control effect
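Fluorescence polarization: 100 nM His-tagged BRCA1 BRCT with 100 nM TAMRA-labelled phospho-BACH1 decapeptide, phosphate buffer pH 7.3 with 150 mM NaCl, DTT, 0.01% Tween 20; 12 min RT. Binding inhibition seen as FP decrease.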
Casp7 inh – allosteric or competitive inhibitors of human caspase-7; recombinant caspase-7, Ac-DEVD-AFC fluorescence rate; AID 889; 0.02% of 75,000 active; P55210; Potency, µM (titrated, usually from 57.5 µM), inactives show top-dose activity change, negative = inhibition, hits mostly inhibitors; active = well fitted inhibition curve with a large enough effect in the main read-out, with a control signal flat, not every such curve was filed as active; inconclusive = small, poorly fitted or top-dose-only effect, or a change in a side signal; note: potency is the fitted concentration of half-maximal effect; % of control where 0% means no effect
Casp1 inh – caspase-1 (human) inhibition, allosteric or competitive; Caspase-1 enzyme, Ac-WEHD-AFC fluorogenic rate; Potency, µM (titrated, usually from 57.5 µM), for inactives: top-dose activity change, negative = inhibition, usual class: inhibitors; 0.03% of 75,000 active; P29466;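 note: potency is the fitted concentration of half-maximal effect; plate controls were vehicle for no effect and no substrate for full effect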
HEK293 cAMP cs – counter-screen for TSHR agonists: cAMP increase in parental HEK293; parental HEK293 CNG cAMP sensor, membrane potential fluorescence; Potency, µM (titrated, usually from 57.1 µM), for the others: at the top dose activation, hits mostly activators; 2.5% of 73,000 active; AID 938; note: potency is the fitted concentration of half-maximal effect; % of control where 0% means no effect; nearly all actives have a fitted effect of over 55% in size
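Parental HEK 293 cells stably expressing a cAMP-gated CNG channel were loaded with membrane potential dye containing 100 uM RO 20-1724 for 60 min. Compound added for 30 min; depolarization read as fluorescence intensity at 590 nm.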
USP2a inh – inhibitors of human ubiquitin-specific protease USP2a | O75604 | USP2a enzymatic assay, qHTS inhibition | Potency, µM (top dose mostly 38.3 µM), inactives show at the top dose activity change, negative = inhibition, usual class: inhibitors | 0.1% of 60,000 active | AID 927;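 note: potency is the fitted concentration of half-maximal effect; nearly all actives have a fitted effect of over 60% in size; plate controls were DMSO for no effect and NEM full inhibition control for full effect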
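Coupled readout: USP2-cleaved Ub-PLA2 (20nM final) turns over NBD C6-HPC (20uM final), Ex 460nm/Em 535nm after 2.5 h, time-zero read flagging artifacts. Enzyme (20nM final, pH 8.0 Tris) given 30 min RT with compound first; NEM defines full inhibition.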
A350 autofl – A350 region autofluorescence. max dye-equivalent concentration, M. 11% of 59,000 active. AID 590. Compound autofluorescence, 340/450 nm, Alexa 350 dye-equivalents; hits give high values; in the data active = max dye-equivalent concentration above about 10 nM; inconclusive = mostly about 1.1 nM to 9.6 nM
Active calls of the source: *; i = inactive; ? = inconclusive; · = no result given; & = joins results of further samples; [ ] = remark or other dose. Unless noted, calls come from the whole dose curve; as a rule, active = well fitted curve in the direction sought with a large enough effect; inconclusive = small, poorly fitted or top-dose-only effect, or another doubt; inactive = no such curve, though single readings can be large; an effect the other way counts as inactive or inconclusive. An excerpt; rates above refer to the full screens.

Compound	Epigenetic mod	Fluorescein autfl	4-MU autofl	BRCT inh green	Ub-GFP proteasome	BRCT PPI red	Casp7 inh	Casp1 inh	HEK293 cAMP cs	USP2a inh	A350 autofl
COc1ccc(NS(=O)(=O)c2c(C)[nH]c(=O)[nH]c2=O)c(OC)c1	-3%	i	i	-0.3%	5%	-0.8%	-1%	-1%	0%	16%	i
O=C(NCc1ccco1)C(Cc1ccccc1)N1C(=O)C2C3C=CC(C3)C2C1=O (stereo not drawn)	3%	i	i	-0.7%	0%	-0.1%	0%	0%	11%	22%	i
COc1cccc(NC(=O)Cc2ccccc2)c1	0%	·	·	-0.9%	3%[9.17 µM]	-1.2%	1%	1%	-2%[11.4 µM]	0%[7.66 µM]	·
CC(=O)N1CCC[C@@]2(CCN(c3ccccc3)C2)C1	-3%[9.22 µM]	i	i	-0.6%	-4%	-0.8%	-6%	-1%	3%	10%	i
C=CCn1c(SCC#N)nc2ccccc2c1=O	-1%	i	i	-1.5%	6%	-1.3%	-1%	1%	20%	3%	i
O=C(Nc1cccc(F)c1)c1ccc(S(=O)(=O)N2CCCC2)cc1	·	·	·	-0.1%	-2%	1.4%	1%	-3%	6%	·	·
CCOc1cccc(C(=O)Nc2ccccc2N2CCN(C(=O)C(C)C)CC2)c1	1%	?	i	-0.7%	2%	-1.5%	0%	-1%	?	14%	i
CCNc1ncc2nc(C)c(=O)n(Cc3ccc(F)cc3)c2n1	0%[9.22 µM]	i	1.3e-08M*	0.7%	-1%	-0.7%	-13%	-9%	15%	151%[activator]	1.6e-08M*
CCN(CC)S(=O)(=O)c1ccc(C(=O)Nc2ccc(OCC(=O)N3CCOCC3)cc2)cc1	-2%	·	·	-0.4%	3%	2.0%	1%	1%	2%	13%	·
Cn1c2c(c3ccccc31)CC/C2=N\O	-4%	·	·	-5.2%	-12%	-1.0%	-3%	2%	-13%	·	·
CCS(=O)(=O)N1CCN(C2CCC(c3ccccc3)CC2)CC1 (stereo not drawn)	1%	i	i	0.2%	-2%	-1.5%	0%	0%	21%	-3%	i
c1ccc(N2CCN(c3c4c(nc5ncnn35)CCC4)CC2)cc1	-1%	i	i	-3.5%	-1%	-1.8%	0%	-3%	?	-12%	i
COC(=O)NC(c1ccco1)[C@]1(C(C)=O)CCCC1=O (stereo partly drawn)	·	·	·	0.5%[15.4 µM]	·	0.8%[15.4 µM]	-2%[11.5 µM]	-2%[11.5 µM]	-1%[11.4 µM]	·	·
NCCNS(=O)(=O)c1ccc(N)cc1	0%[9.22 µM]	i	i	1.1%[15.4 µM]	-3%[9.17 µM]	-0.2%[15.4 µM]	4%[11.5 µM]	-1%[11.5 µM]	-2%[11.4 µM]	·	i
CCOc1nc(-c2ccccc2O)nc2ccccc12	2%	i	i	0.1%	5%	0.6%	0%	-1%	?	-7%	i
N=c1n(CCO)c2ccccc2n1CCOc1ccc(Cl)cc1Cl	·	·	·	1.3%	-15%	0.6%	-2%	-3%	7%	·	·
CCCc1nc2ccccc2c(C(=O)OCc2nnc(-c3cc(OC)c(OC)c(OC)c3)o2)c1CC	-2%	?	?	9.4%	-3%	-1.5%	4%	-8%	?	11%	?
CC(C)Sc1nc(-c2cccs2)nc2c1c(=O)n(C)c(=O)n2C	·	·	·	-2.6%	-8%	0.9%	-2%	3%	1%	·	·
CS(=O)(=O)N1CCC(C(=O)Nc2ccccc2Sc2ccccc2)CC1	4%	i	i	-1.7%	-1%	-0.6%	1%	-1%	13%	-2%	i
Cc1ccc(C)c(NC(=O)C2CC(O)CN2C(=O)OC(C)(C)C)c1 (stereo not drawn)	1%	i	i	-1.2%	-1%	-0.4%	0%	-1%	0%	5%	i

(listing goes on)
Sequence of screens – Epigenetic mod | Fluorescein autfl | 4-MU autofl | BRCT inh green | Ub-GFP proteasome | BRCT PPI red | Casp7 inh | Casp1 inh | HEK293 cAMP cs | USP2a inh | A350 autofl
CCc1nnc(NC(=O)CSc2nnc(-c3ccoc3C)n2-c2cccc(C)c2)s1
 : 1% | ? | 2e-08M* | -0.6% | -1% | 0.0% | 1% | 0% | ? | · | 1.1e-08M*
CC(=O)N1CCN(C(C)=O)C1c1ccccc1
 : -4% | · | · | 0.2% | 11%[9.17 µM] | 0.4% | -1% | 0% | 6%[11.4 µM] | 2%[7.66 µM] | ·
COc1cccc(-c2nc(CS(=O)(=O)CC(=O)Nc3cc(C)ccc3C)c(C)o2)c1
 : -3% | · | · | -0.5% | -1% | -0.9% | 0% | -2% | 13% | · | ·
Cc1ccc(-n2ncc3c(=O)[nH]c(SCC(=O)N4CCCC4)nc32)cc1C
 : · | · | · | 1.7% | -1% | -1.5% | 0% | -3% | 1% | · | ·
OC(COc1ccc2cc(Br)ccc2c1)CN1CCN(c2ccccn2)CC1 (stereo not drawn)
 : -3% | ? | i | -1.5% | 2% | -1.2% | -8% | -6% | 18% | 42%[activator] | i
COc1ccc(-c2nc3ccccc3c(=O)n2CCCN2CCOCC2)cc1
 : -4% | ? | i | 2.4% | 0% | -2.4% | 0% | -1% | 8% | 1% | i
CCOC(=O)c1nc2sc3c(c2c(=O)[nH]1)CCCC3
 : 0% | · | · | -0.3% | -4% | -0.5% | -25% | -13% | ? | 3% | ·
O=C(NCCN1CCOCC1)c1cccs1
 : 2% | ? | i | -3.0% | 0% | -0.5% | 0% | 1% | -1% | -7% | i
COC(=O)c1cc(OC)c(OC)cc1NC(=O)c1cnccn1
 : 0% | ? | i | -0.5% | 10% | -1.2% | -1% | -3% | 4% | 10% | i
C=CCc1cccc(C2Nc3ccccc3C(=O)N2O)c1O (stereo not drawn)
 : 2% | i | ? | 0.8% | 7% | -1.5% | -1% | -4% | 12% | 19% | ?
COc1ccc(Oc2ncc3nc(-c4ccc(F)cc4)c(=O)n(C4CC4)c3n2)cc1
 : -3%[9.22 µM] | ? | i | -2.8% | 6% | 0.3% | -4% | -2% | -5% | 110%[activator] | i
O=C(CCc1ccc(O)cc1)c1c(O)cc(O)cc1O
 : -6%[9.22 µM] | i | i | 2.5%&-0.2%&-1.8% | 0%&0% | 0.8%&2.5%&1.8% | 3%&2%&3% | 1%&-1%&-2% | -56%&-25%[inhibitor] | 3%&-8% | i
O=C(CSc1nc2ccccc2[nH]1)Nc1ccccc1N1CCOCC1
 : 7% | i | i | 0.0% | 4% | 0.9% | -1% | 0% | -3% | 18% | i
C[C@@H](CCC[C@@H]1SC[C@H]2NC(=O)N[C@H]12)C(=O)O
 : 9%[9.22 µM] | ? | ? | 1.2%[15.4 µM] | 3%[9.17 µM] | 0.2%[15.4 µM] | 1%[11.5 µM] | -1%[11.5 µM] | 4%[11.4 µM] | · | ?
CCOC(=O)N1CCC(Nc2nc3ccccc3n3nnnc23)CC1
 : 0% | 1.1e-08M* | 1e-08M* | 2.5% | · | -3.2% | -7% | -4% | ? | 25% | 1.5e-08M*
COc1ccc(OC)c(NC(=O)CSc2nnc(CNc3ccc(C)cc3C)o2)c1
 : 0% | i | i | 2.0% | 3% | -0.4% | -2% | -4% | -23% | 10% | i
Nc1cc(-c2nn[nH]n2)ccc1F
 : -1% | i | i | -2.4% | 13% | -1.2% | -6% | -5% | 0% | -7% | ?
CCCCNC(=O)NC1C(NC(=O)NCCCC)N(C)C(=O)N1C (stereo not drawn)
 : · | · | · | -0.9% | · | -0.3% | 0% | 2% | 0% | · | ·
O=c1c(-c2ccc(Br)cc2)coc2c(CN3CCOCC3)c(O)ccc12
 : 9% | ? | 1.4e-07M* | -1.8% | -5% | -0.3% | -2% | -2% | -3% | 30% | 1.8e-07M*

Among those listed so far, these have a thiophene ring, fused or not.
Sequence of screens – Epigenetic mod | Fluorescein autfl | 4-MU autofl | BRCT inh green | Ub-GFP proteasome | BRCT PPI red | Casp7 inh | Casp1 inh | HEK293 cAMP cs | USP2a inh | A350 autofl
CC(C)Sc1nc(-c2cccs2)nc2c1c(=O)n(C)c(=O)n2C
 : · | · | · | -2.6% | -8% | 0.9% | -2% | 3% | 1% | · | ·
CCOC(=O)c1nc2sc3c(c2c(=O)[nH]1)CCCC3
 : 0% | · | · | -0.3% | -4% | -0.5% | -25% | -13% | ? | 3% | ·
O=C(NCCN1CCOCC1)c1cccs1
 : 2% | ? | i | -3.0% | 0% | -0.5% | 0% | 1% | -1% | -7% | i
